Anesthetic bind = qHTS Assay for Identification of Novel General Anesthetics; apoferritin/1-aminoanthracene competitive binding, fluorescence; Potency, µM (titrated, usually from 77.5 µM), without a hit: at the highest dose activity change, negative = displacement, hits mostly inhibitors; hit rate 0.074% among 350,000; Ferritin light chain (Equus caballus), P02791; note: potency is the fitted concentration of half-maximal effect; % is set by controls: 0 for no effect and ±100 for the full control effect; nearly all actives have a fitted effect of over 20% in size
Target sequence (P02791 2-175 limits assumed): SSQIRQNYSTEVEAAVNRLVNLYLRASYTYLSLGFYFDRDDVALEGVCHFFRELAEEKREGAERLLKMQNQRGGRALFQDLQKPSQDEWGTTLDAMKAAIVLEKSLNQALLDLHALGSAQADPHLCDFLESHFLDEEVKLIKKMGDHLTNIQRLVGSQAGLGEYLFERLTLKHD
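Probe: 1-aminoanthracene (50% saturated, PBS). Protein: horse-spleen apoferritin, 10 uM. Incubation: 10 min, room temperature. Detection: 380 nm excitation, 535 nm emission. Analysis: normalized response, four-parameter Hill.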
POLK inh = qHTS for Inhibitors of Polymerase Kappa; DNA polymerase kappa (Homo sapiens), Q9UBT6; purified Pol kappa, fluorescent DNA synthesis assay, 10 min; Potency, µM (doses to about 107 µM), for inactives: at the top dose activity, negative = inhibition, most hits filed as inhibitors; hit rate 0.53% among 400,000; note: potency is the fitted concentration of half-maximal effect; % is set by controls: 0 for no effect and ±100 for the full control effect
Target sequence (Q9UBT6 whole entry, looked up): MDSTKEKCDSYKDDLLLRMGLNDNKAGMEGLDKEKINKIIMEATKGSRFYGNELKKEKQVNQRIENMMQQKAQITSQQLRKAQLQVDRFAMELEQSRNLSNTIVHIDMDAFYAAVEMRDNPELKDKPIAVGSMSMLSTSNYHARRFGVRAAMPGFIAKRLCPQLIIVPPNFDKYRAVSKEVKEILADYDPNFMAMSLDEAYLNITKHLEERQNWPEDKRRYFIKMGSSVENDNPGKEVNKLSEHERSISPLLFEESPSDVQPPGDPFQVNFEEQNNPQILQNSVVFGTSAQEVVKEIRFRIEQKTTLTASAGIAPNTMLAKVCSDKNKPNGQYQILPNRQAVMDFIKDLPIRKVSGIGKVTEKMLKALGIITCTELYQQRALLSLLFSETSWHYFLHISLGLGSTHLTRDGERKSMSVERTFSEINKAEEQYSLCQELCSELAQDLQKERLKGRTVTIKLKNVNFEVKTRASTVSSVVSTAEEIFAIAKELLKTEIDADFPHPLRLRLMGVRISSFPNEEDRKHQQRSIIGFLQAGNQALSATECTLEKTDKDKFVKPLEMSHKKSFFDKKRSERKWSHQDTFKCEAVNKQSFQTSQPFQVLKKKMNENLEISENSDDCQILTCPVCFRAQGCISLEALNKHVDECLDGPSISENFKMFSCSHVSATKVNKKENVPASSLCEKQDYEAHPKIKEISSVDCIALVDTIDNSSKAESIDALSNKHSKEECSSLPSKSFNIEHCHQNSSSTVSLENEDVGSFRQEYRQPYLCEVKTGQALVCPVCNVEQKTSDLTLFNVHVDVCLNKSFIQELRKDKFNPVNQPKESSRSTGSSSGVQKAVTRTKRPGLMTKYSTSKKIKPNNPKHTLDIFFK
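Kinetic fluorescence readout at 0 and 10 min followed reaction start with substrate at 50 nM final. Beforehand, enzyme (10 nM Pol kappa) stood 15 min with compound at room temperature; buffer-only wells were negative controls.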
PGK inhibitor = qHTS Assay to Find Inhibitors of Phosphoglycerate Kinase; PGK/GAPDH coupled, Kinase-Glo luminescence, 60 min; Phosphoglycerate kinase, glycosomal (Trypanosoma brucei brucei), P07378; hit rate 0.043% among 380,000; Potency, µM (doses to about 57.5 µM), for the others: at the highest dose activity change, negative = inhibition, actives largely listed as inhibitors; note: potency is the fitted concentration of half-maximal effect; % is set by controls: 0 for no effect and ±100 for the full control effect; nearly all actives have a fitted effect of over 60% in size
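Luminescent ATP detection (Kinase-Glo Plus) follows a 60-minute room-temperature incubation, with wells lacking PGK as controls. Buffer: 100 mM TEA (pH 7.6), 5 mM MgCl2, 0.01% Tween-20. Coupling enzyme GAPDH (100 nM final) supplies unstable 1,3-BPG in-well.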
POLI inh = qHTS for Inhibitors of Polymerase Iota; DNA polymerase iota (Homo sapiens), Q9UNA4; Pol iota fluorescent replication assay, 10 min; Potency, µM (top dose mostly 115 µM), inactives show at the top dose activity, negative = inhibition, most hits filed as inhibitors; hit rate 1% among 390,000; AID 588590, 2011; note: potency is the fitted concentration of half-maximal effect
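Pol iota at 10 nM preincubated 15 min with compounds at room temperature; reaction started with fluorescent substrate, 50 nM final. Fluorescence read kinetically at 0 and 10 min; buffer-only wells as negative control.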
RXFP1 antag = qHTS Assay for Antagonists of the Relaxin Receptor RXFP1 | hit rate 0.59% among 350,000 | HEK293-RXFP1, relaxin-stimulated cAMP HTRF, 30 min; hits give low values | Relaxin receptor 1 (Homo sapiens), Q9HBX9 | AID 1259400, 2018 | activity change, negative = inhibition, % at 57.5 µM;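 active = activity change of -60% or lower, but not beyond a set lower limit; inconclusive = change between -60% and -40%, or beyond the set limit; inactive = change above -40%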; note: % is set by controls: 0 for no effect and ±100 for the full control effect
Pol beta inh = qHTS Assay for Inhibitors of DNA Polymerase Beta; hit rate 1.3% among 340,000; Pol beta primer extension/strand displacement, fluorescence kinetic; Potency, µM (top dose mostly 114 µM), for inactives: at the top dose activity change, negative = inhibition, actives largely listed as inhibitors; P06746; note: potency is the fitted concentration of half-maximal effect; % is set by controls: 0 for no effect and ±100 for the full control effect
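Preincubation: enzyme (10 nM) with compound, 15 min, RT. Reaction: substrate added to 50 nM final. Reads: 0 and 10 min. Analysis: normalized, Hill fit.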
BLM inh = qHTS Assay for Inhibitors of Bloom's syndrome helicase (BLM); RecQ-like DNA helicase BLM (Homo sapiens), P54132; recombinant BLM DNA unwinding, fluorescence dequenching; Potency, µM (series often up to 56.1 µM), inactives show top-dose activity change, negative = inhibition, most hits filed as inhibitors; hit rate 0.2% among 350,000;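 note: potency is the fitted concentration of half-maximal effect; plate controls were vehicle for no effect and no enzyme for full effect; nearly all actives have a fitted effect of over 35% in size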
POLH inh = qHTS for Inhibitors of Polymerase Eta. DNA polymerase eta (Homo sapiens), Q9Y253. recombinant Pol eta, fluorescent DNA replication assay. Potency, µM (doses to about 114 µM), for the others: top-dose activity change, negative = inhibition, usual class: inhibitors. hit rate 1.2% among 390,000; note: potency is the fitted concentration of half-maximal effect; % is set by controls: 0 for no effect and ±100 for the full control effect
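Pol eta at 10 nM preincubated with compounds 15 min at room temperature; reaction started with fluorescent substrate (50 nM final) and read kinetically at 0 and 10 min.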
APE1 inh = qHTS Assay for Inhibitors of the Human Apurinic/apyrimidinic Endonuclease 1 (APE1); recombinant APE1, TAMRA/BHQ-2 abasic DNA cleavage fluorescence; Potency, µM (highest dose often 65.8 µM), inactives show at the highest dose activity change, negative = inhibition, usual class: inhibitors; DNA repair nuclease/redox regulator APEX1 (Homo sapiens), P27695; hit rate 0.35% among 350,000;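 note: potency is the fitted concentration of half-maximal effect; plate controls were vehicle for no effect and reference inhibitor for full effect; nearly all actives have a fitted effect of over 55% in size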
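Readout is kinetic fluorescence (ex 525, em 598 nm) from cleavage of 50 nM TAMRA/BHQ-2 THF abasic duplex by 0.75 nM APE1, compound added 15 min beforehand at RT.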
* marks the source's active call; other numbers are inactive results; i = inactive; ? = inconclusive; / = not tested or not shown; & = joins results of further samples; [ ] = another dose, or the depositor's remark. Unless noted, calls come from the whole dose curve; as a rule, active = well fitted curve in the direction sought with a large enough effect; inconclusive = small, poorly fitted or top-dose-only effect, or another doubt; inactive = no such curve, though single readings can be large; an effect the other way counts as inactive or inconclusive.

SMILES	Anesthetic bind	POLK inh	PGK inhibitor	POLI inh	RXFP1 antag	Pol beta inh	BLM inh	POLH inh	APE1 inh
CC(C)C1N=C2c3ccccc3N=C(SCC(=O)NCc3ccc(F)cc3)N2C1=O (stereo not given)	2%	0%[60.1 µM]	8%	2%	16	25%	0%	-3%	/
CCC(NC(=O)CNC(=O)c1ccc2c(c1)OCO2)c1ccc(Br)cc1 (stereo not given)	/	-19%	0%	43%[activator]	-9	/	/	-9%	-8%
O=C(CCC1N=C2c3ccccc3N=C(SCc3cccc(Cl)c3)N2C1=O)NCc1cccs1 (stereo not given)	?	-2%[60.1 µM]	-6%	-2%	-12	33%	-9%	-9%	/
Cc1ccccc1NC(=O)c1c(Cl)nc(C)c(Cl)c1C	-7%	-13%	5%	173%[activator]	-1	2%	4%	-25%	4%
O=C(NCCc1ccccc1)/C(=C\c1cccc([N+](=O)[O-])c1)NC(=O)c1ccco1	-16%	-24%	-7%	16%	-1	-1%	-2%	-19%	32%
O=C(CN1N=C(c2ccccc2)CCC1=O)NCc1ccco1	-6%	/	/	/	/	0%	3%	/	4%
Cc1nc2nc[nH]n2c(=O)c1CCC(C)C	-1%	-7%	6%	13%	15	1%	7%	-1%	-4%
CCOc1cc(CNc2nn[nH]n2)ccc1OCC(=O)NC(C)(C)C	-9%	-28%	-3%	-6%	8	48%	-1%	-13%	2%
CC1Cn2c(nc3c2c(=O)[nH]c(=O)n3C)O1 (stereo not given)	-5%	4%	-4%	7%	1	9%	0%	-16%	0%
CCOc1ccc(-c2c(=O)n(OCc3ccccc3Br)c3ccccc3[n+]2[O-])c(OCC)c1	-16%	3%	-2%	3%	3	28%	-9%	-7%	-2%
O=C(CCS(=O)(=O)c1cc2c(cc1Cl)NC(=O)CO2)NCc1ccc(Cl)cc1	-9%	0%	-9%	?	/	2%	0%	4%	/
CC1CCN(S(=O)(=O)c2ccc3c(ccn3CCC(=O)NC(C)C)c2)CC1	-13%	8%	i	16%	-4	-13%	0%	-9%	30%
COC(=O)c1nn(-c2ccccc2)c(=O)cc1Oc1ccccc1	-12%	4%	i	14%	-8	17%	3%	7%	0%
CCOC(=O)c1cc(S(=O)(=O)N2CCN(c3ccccc3OC)CC2)cn1C	-13%	-10%	-5%	76%[activator]	-5	1%	-4%	-17%	-13%
O=C1NC(NS(=O)(=O)c2ccccc2)(C(F)(F)F)C(=O)N1Cc1ccccc1 (stereo not given)	3%	19%	i	26%	6	19%	2%	-10%	71%[activator]
CSc1ncccc1C(=O)Nc1ccc2c(c1)OCCO2	/	-7%	3%	91%[activator]	8	/	/	0%	5%
CCCCN(C(=O)c1ccc(S(=O)(=O)N(CC)CC)cc1)c1c(N)n(CCC)c(=O)[nH]c1=O	-9%	-9%	i	91%[activator]	13	16%	-1%	-6%	39%
O=C(CN1NS(=O)(=O)c2ccccc2C1=O)Nc1ccccc1OC(F)F	-9%	5%	-6%	2%	-11	7%	0%	-12%	-2%
C[C@H](O)[C@@H]1C(=O)N2CCc3ccc(N4CCOCC4)cc3[C@@H]2C[C@@H]1N(C)S(=O)(=O)c1ccccc1	/	0%	-4%	4%	/	/	/	-7%	/
COc1ccccc1NC(=O)CC1S/C(=N/N=C2\CCCc3ccccc32)NC1=O (stereo not given)	-22%	-18%	0%	5%	-19	-11%	-14%	-12%	-7%
O=C(Nc1cccc(-c2ccc(N3CCOCC3)nn2)c1)c1ccccc1	/	2%	i	3%	8	/	/	-2%	21%
CC(=O)OCC1(C)CN(c2ccccc2)N(C(=O)c2ccc(F)cc2)C1=O (stereo not given)	-5%	6%	/	-9%	-9	3%	-13%	-7%	-4%
Cc1ccc(/C=C/C(=O)O)cc1S(=O)(=O)Nc1ccc(C(=O)O)cc1	0%	-5%	-3%	-3%	11	5%	-7%	?	-2%
CCOC(=O)c1ccc(N2Cc3ccccc3C2=NC(=O)c2cccc([N+](=O)[O-])c2)cc1	/	-7%	-10%	28%	7	/	/	-2%	/
Cc1cc(C)c(S(=O)(=O)/N=C2\C=CC(=O)C(Cl)=C2)c(C)c1	?	?	-16%	?	3	35µM*	-29%	?	-3%
O=C(CNC(=O)c1ccco1)N/N=C/c1c[nH]c2ccccc12	?	-11%	0%	9%	-1	19%	-3%	1%	-2%
Cc1ccccc1C(=O)NNc1ncnc2c1cnn2C	1%	8%	-7%	73%[activator]	-22	13%	2%	-17%	9%
CCNS(=O)(=O)c1ccc(CCC(=O)N2CCN(c3ccc(OC)cc3)CC2)cc1	2%	3%	4%	76%[activator]	-1	3%	-1%	-19%	22%
Cc1ccc(NC(=O)CSc2nc(N)cc(=O)[nH]2)cc1S(=O)(=O)N1CCCCCC1	/	-16%	6%	23%	-11	/	/	-4%	12%
COc1ccc(-c2[nH]n(-c3ccc([N+](=O)[O-])cc3)c(=O)c2C=NCc2ccncc2)cc1	1%	-16%	-7%	38%[activator]	-14	-9%	7.9µM*	?	5%
O=C(Cc1csc2nc(-c3ccc(F)cc3)cn12)NCc1ccccc1	-13%	-11%[60.1 µM]	0%	3%	-5	-11%	-5%	-10%	/
O=S(=O)(NCCCCNS(=O)(=O)c1ccc(F)cc1)c1ccc(F)cc1	/	-3%	-6%	-7%	-5	/	/	-17%	/
O=C(CN(Cc1ccco1)C(=O)CNS(=O)(=O)c1ccc(Cl)cc1)NCC1CCCO1 (stereo not given)	4%	1%	-10%	1%	-15	41%	-2%	-21%	19%
CN(C)c1c(N)[nH]c2c(c1=O)c(=O)n(C)c(=O)n2C	-4%	-4%	-12%	24%	/	20%	3%	-9%	?
Cc1ccc(S(=O)(=O)NCCCCCC(N)=O)cc1	-5%	0%	-5%	4%	-7	4%	-2%	8%	1%
Cn1ncc(N=Cc2ccccc2[N+](=O)[O-])c1C(N)=O	-14%	-12%	-4%	145%[activator]	-11	-10%	0%	-15%	-2%
Clc1cc(Cl)c2nc(N3CCCC3)sc2c1	/	-2%	-14%	18%	-13	/	/	-9%	/
COc1ccc(N(CC(=O)N/N=C/c2ccc3c(c2)OCO3)S(=O)(=O)c2ccccc2)cc1	-2%	/	/	/	/	13%	-3%	/	17%
CNC(=O)C1CC(=O)N(CCc2ccccc2)C(=Nc2ccc(OC)cc2)S1 (stereo not given)	-17%	-7%	3%	33%[activator]	-6	1%	-3%	-11%	-3%
CCCCC(=O)Nc1ccc(C(=O)NNC(=O)c2ccco2)cc1	-12%	-10%	-3%	28%	-26	4%	-3%	-3%	-5%
COC(=O)c1cc(CN2CCN(c3ccccc3C)CC2)ccc1O	-6%	-11%	-4%	12%	-19	0%	-5%	-6%	-2%
COc1ccccc1N1CCN(C(=O)c2cnn3cccnc23)CC1	-9%	/	/	/	/	-22%	-3%	/	1%
O=C(NCCCc1nc2ccccc2n1Cc1ccc(F)cc1)C1CCCCC1	-16%	-23%	i	-6%	/	4%	0%	-14%	/
CC(=O)Nc1nc(C)nc(-c2ccccc2)c1C(C)=O	-7%	-16%	0%	34%[activator]	2	12%	-2%	-13%	-4%
CCOC(=O)c1sc(NC(=O)CSc2nccc(C)n2)c(C#N)c1C	-5%	-9%	-4%	5%	-4	4%	1%	12%	2%
Cc1ccc(-c2cc(C3C4C=CCCC4(C)C(=O)N3Cc3ccccc3)ccc2F)cc1 (stereo not given)	-5%	-5%	/	-3%	/	/	-11%	/	0%
CCOc1ccc(N2CC(C(=O)Nc3cccc(S(=O)(=O)N4CCCC4)c3)CC2=O)cc1 (stereo not given)	/	-6%	3%	8%	-10	/	/	-5%	-4%
COc1cc(NC(=O)CCN2CCN(CCO)CC2)cc(OC)c1	-5%&-1%	-2%&-17%	2%&-6%	112%&25%[activator]	-1	7%&2%	2%&1%	-13%&1%	19%
CCCCCN(C(=O)CCC(=O)OCc1cc(C(C)=O)ccc1OC)c1c(N)n(CCCC)c(=O)[nH]c1=O	/	-4%	21%	32%[activator]	8	/	/	-9%	8%
COc1cc(C)c(S(=O)(=O)NC2CC(C)(C)NC(C)(C)C2)cc1C	-3%	7%	-1%	-5%	-8	-12%	0%	-6%	3%
COc1ccc(C)cc1S(=O)(=O)N(C)CC(N)=O	5%	-25%	4%	?	-4	4%	0%	1%	12%
CSc1cccc(NC(=O)c2ccc(Cl)nc2)c1	-13%	-1%	i	-16%	-10	22%	-4%	-10%	-1%
Cc1cc(NC(=O)Cc2cccs2)nn1CC(=O)NCc1ccco1	-7%	-26%	-1%	2%	-3	10%	-3%	0%	0%
O=C1CCCN1CCC1CCN(C(=S)Nc2ccc(F)cc2)CC1	-11%	-16%	-3%	7%	-6	19%	-2%	4%	-1%
O=C(NN=C1CCCCCCC1)C(=O)NC1CCCCC1	-18%	-1%	i	7%	-1	18%	-1%	7%	-1%
Cc1nc2ccccn2c1C(=O)N/N=C/c1cc(C)n(-c2ccc(Cl)cc2)c1C	0%	-6%	13%	12%	-11	-4%	-3%	-8%	2%
Cc1ccc(SCCNC(=O)CN(c2ccccc2)S(=O)(=O)N(C)C)cc1	-9%	0%	8%	26%	/	2%	-1%	-33%	/

Three compounds from above, ordered by their value in POLK inh, highest first:
mol	POLK inh
CCCCCN(C(=O)CCC(=O)OCc1cc(C(C)=O)ccc1OC)c1c(N)n(CCCC)c(=O)[nH]c1=O	-4%
O=C1CCCN1CCC1CCN(C(=S)Nc2ccc(F)cc2)CC1	-16%
Cc1cc(NC(=O)Cc2cccs2)nn1CC(=O)NCc1ccco1	-26%

Source: PubChem BioAssay

Some of the compounds tested; rates above refer to the full screens.
